All columns: NCI-60 one-dose screen, growth in % after 48 h at 10 µM unless noted; 100 = growth as untreated, 0 = no growth, -100 = all killed.
SF-539 – SF-539 CNS cancer; 81,000 compounds, 6.8% hits
SNB-19 – SNB-19 CNS cancer cells; 81,000 compounds, 2.5% hits; AID 1794751
SF-295 – SF-295 CNS cancer cells | 79,000 compounds, 5.6% hits | AID 1794758
SF-268 – SF-268 CNS cancer cells; 82,000 compounds, 3.1% hits
CAKI-1 – CAKI-1 renal cancer; 75,000 compounds, 4.7% hits; AID 1794772
A498 – A498 renal cancer cells | 76,000 compounds, 5.4% hits
U251 – U251 CNS tumor cells | 80,000 compounds, 5.4% hits | AID 1794753
NCI-H23 – NCI-H23 lung cancer; 80,000 compounds, 4% hits; AID 1794731
SNB-75 – SNB-75 CNS cancer; 79,000 compounds, 5% hits
Starred values were filed as active, the others as inactive; . = not tested or not shown; [ ] = dose if it differs, or a comment. The calls were made as follows: active = growth percent below 10; inactive = the rest.

SMILES	SF-539	SNB-19	SF-295	SF-268	CAKI-1	A498	U251	NCI-H23	SNB-75
Cc1cc(-c2ccc(N=Nc3c(N)c(C)cc(S(=O)(=O)O)c3N)c(C)c2)ccc1N=Nc1ccc(O)c(C(=O)O)c1	96.7	106.3	99.8	100.4	.	111.9	106.6	100.3	89.1
CCCCOCCOCCOC(=O)c1ccccc1	99.0	103.8	91.3	99.8	87.5	94.7	85.5	101.2	81.6
COc1cc2c(c(OC)c1OC)C(=O)CC(c1cccc(NC(=O)[C@H](C)NC(=O)OC(C)(C)C)c1)O2 (stereo not given in full)	100.2	100.3	101.5	106.3	90.8	96.8	106.4	100.5	.
CC(=O)OCC1OC(SC(=N)N)C(OC(C)=O)C(OC(C)=O)C1OC(C)=O (stereo not given)	.	105.9	101.9	96.8	96.0	92.9	93.6	99.5	84.6
O=C1OC(=O)c2ccc(-c3ccc4c(c3)ncn4C3CCCCC3)c3cccc1c23	99.7	101.2	108.8	92.1	.	111.4	101.0	94.2	88.9
Cc1cccc(Nc2nc(N)nc(N)c2N=O)c1	87.4	93.3	101.3	85.5	85.6	.	102.0	94.9	76.6
Cc1cccc(C(=O)C(=O)c2cccc(C)c2C)c1C	114.0	96.7	109.5	98.9	112.1	112.5	103.7	97.0	105.0
N#CC1=C(N)Oc2c(sc3c(Br)cccc23)C1c1ccc(Cl)cc1 (stereo not given)	-38.2*	37.0	6.9*	20.2	39.3	16.3	7.3*	17.2	4.3*
NN1c2nc3c(cnn3-c3ccccc3)c(=O)n2NC1c1ccc(Cl)cc1 (stereo not given)	98.9	100.3	105.3	94.9	82.5	124.3	84.0	98.8	105.9
NS(=O)(=O)c1ccc(Nc2ncc3c(n2)CC(c2ccccc2)CC3=O)cc1 (stereo not given)	102.5	98.5	102.5	101.5	86.0	88.3	99.3	103.3	103.2
CCn1c(NNC(=S)Nc2ccc(F)cc2)nc2c1c(=O)n(C)c(=O)n2C	100.6	106.7	102.1	102.6	94.9	103.5	102.3	108.9	86.5
COc1cc(C2C=C(c3cccc(NC(C)=O)c3)Nc3ncnn32)cc(OC)c1OC (stereo not given)	-5.2*	52.0	-58.0*	36.9	-10.6*	1.1*	25.4	29.8	21.9
C=CCCC(=O)CC(=O)OCC	94.5	107.5	104.2	110.8	105.4	94.4	102.0	108.4	91.6
CC(CN(C)C)OC(=O)Nc1ccccc1Cl (stereo not given)	105.6	107.0	103.2	102.0	.	114.2	93.9	101.8	105.1
Oc1ccc2c(c1)c1ccccc1c1ncccc21	87.4	97.9	96.3	107.4	73.5	85.5	75.7	92.5	85.3
CCN(CC)c1ccc(NC(C(=O)c2ccccc2)c2ccccc2)cc1 (stereo not given)	-50.1*	36.6	61.2	-22.8*	17.8	.	-17.5*	44.4	81.7
O=C1CN(Cc2ccc(C(=O)NO)cc2)C(=O)[C@@H](Cc2c[nH]c3ccccc23)N1	107.2	96.9	105.4	99.3	93.8	85.0	96.7	101.1	94.5
COc1ccc(C(=O)c2cc(S(=O)(=O)O)c(OC)cc2O)c(O)c1	126.5	105.6	109.9	107.7	99.4	108.0	96.5	103.7	97.7
COc1ccc(C(=O)c2sc3nc(-c4cc(OC)ccc4OC)cc(-c4ccc(Cl)cc4)c3c2N)cc1	52.7	60.3	80.5	74.1	91.1	.	62.8	74.9	80.8
CCOC(=O)c1c(C)c2c(n1C)CSc1cc(S(=O)(=O)c3ccccc3)c(=O)[nH]c1-2	28.9[100 µM]	43.3[100 µM]	27.2[100 µM]	40.5[100 µM]	26.3[100 µM]	44.9[100 µM]	35.7[100 µM]	21.7[100 µM]	32.1[100 µM]
Cn1c(/C=C/[N+](=O)[O-])cc2ccccc21	-53.4*	57.7	40.4	93.4	82.8	-20.0*	-72.1*	-24.5*	44.3
O=C1c2ccccc2-n2c(noc2=S)[C@@H]2CCCN12	91.6	92.8	98.8	107.1	.	92.5	95.8	101.1	90.4
COc1ccc(C(N)CCc2cccc(OC)c2OC)cc1 (stereo not given)	96.1	97.9	92.4	101.4	92.4	85.0	99.4	96.5	82.6
COc1ccc(C(O)c2cc3c(N)c(C(=O)Nc4ccc(Br)cc4)sc3nc2C)cc1 (stereo not given)	27.2	36.1	21.6	45.4	32.5	-1.9*	17.2	38.1	-10.8*
COc1ccc(NC(=O)c2cc(-c3nc4ccccc4s3)c(=O)n(NS(=O)(=O)c3ccc(Cl)cc3)c2N)cc1	100.6	96.8	104.9	97.2	85.0	.	102.0	93.9	76.4
CC(=O)c1ccc2ccccc2c1OC(=O)c1ccncc1	97.3	100.3	99.2	101.4	96.5	86.0	94.6	93.4	83.0
Fc1cccc(COc2nccnc2NC(=S)Nc2cccc(Cl)c2)c1	93.0	94.7	97.3	106.4	87.9	115.3	102.4	86.5	73.5
O=C(CCc1nnc(Cn2c(=O)cc[nH]c2=O)o1)c1nc2ccccc2[nH]1	102.2	101.3	115.7	109.1	106.8	101.9	106.7	95.4	101.5
COc1cccc(C2(C)Nc3ccccc3-c3nc4ccccc4n32)c1 (stereo not given)	105.4	105.1	94.6	110.0	99.8	95.6	101.1	101.7	102.6
CC1(C)CC[C@]23CC[C@]4(C)[C@H](CC[C@@H]5[C@@]6(C)CCC(=O)C(C)(C)[C@@H]6CC[C@]54C)[C@H]2[C@H]1NC3=O	69.4[100 µM]	74.0[100 µM]	79.3[100 µM]	84.0[100 µM]	68.3[100 µM]	109.7[100 µM]	72.7[100 µM]	71.2[100 µM]	42.6[100 µM]
CC(=O)Oc1ccc(/C=C/C(=O)O)cc1	107.3	106.6	103.7	97.2	.	102.4	99.6	96.2	103.5
COc1ccc(-c2nc(SCc3nc4ccccc4[nH]3)nc(N3CCOCC3)c2C#N)cc1	72.8	84.3	64.3	57.7	75.7	20.1	76.9	77.2	40.8
Cc1ccc(S(=O)(=O)NNC(=O)C(Cl)(c2ccccc2)c2ccccc2)cc1	104.1	101.1	.	103.7	95.8	107.4	100.1	97.6	93.5
COC(=O)C(C)C(=O)c1cn(C2CC2)c2cc(N3CCNCC3)c(F)cc2c1=O (stereo not given)	102.3	101.1	93.8	121.5	97.0	101.6	105.4	96.8	84.2
Cc1ccc(-c2nnc(-c3ccncc3)o2)c(N)c1C	90.8	99.2	95.4	110.2	96.5	81.0	98.1	96.1	93.0
COc1cccc(C(O)C2=CC(=O)c3ccccc3C2=O)c1O (stereo not given)	105.1	100.2	99.9	98.3	91.0	90.6	102.5	89.2	85.5
Cc1cc(C)c(S(=O)(=O)n2ccnc2)c(C)c1	99.2	95.7	85.8	97.4	92.8	99.2	.	104.1	71.0
COc1cc(NC(=O)c2cc3ccccc3cc2O)c(OC)cc1Cl	7.7*	16.0	8.6*	27.3	-2.5*	25.4	13.1	-19.3*	40.9
SCCc1ccncc1	97.8	96.6	100.2	95.4	.	92.2	96.2	106.0	90.6
Nc1ccc(NC(=O)c2ccc(-n3c(=O)[nH]c4ccccc4c3=O)cc2)cc1	92.7	97.7	111.0	103.4	93.9	112.2	97.6	89.6	103.2
COC(=O)CCC(NC(=O)C(CCCCN)N(C(=O)OCc1ccccc1)C(=O)OCc1ccccc1)C(=O)OC (stereo not given)	104.7	106.0	93.4	102.4	102.6	89.3	104.2	101.8	95.9
CC1CCCC12NC(=O)NC2=O (stereo not given)	106.3	98.1	105.5	102.2	104.8	.	100.7	107.2	95.1
CC(C)Cc1ccc(CC(C)C)c(OCCOCCOCCO)c1	100.6	94.1	90.6	101.7	76.6	82.2	91.0	92.7	.
Brc1ccc(Br)nn1	-53.1*	17.7	-10.9*	-74.4*	-92.3*	-80.8*	-67.5*	.	37.7
O=C(NNC(=O)c1ccc2ccccc2c1)c1ccc(Cl)cc1	92.4	103.7	92.1	105.2	97.9	95.7	101.9	107.2	95.6
O=C(O)C(c1ccccc1)C1CCCCC1O (stereo not given)	109.1	100.7	106.6	105.4	106.2	.	114.8	116.5	97.8
Cc1cc(C)c2ccc(NC(=O)c3ccccc3)nc2n1	96.0	95.6	100.2	119.2	89.7	124.4	104.7	97.2	108.3
Cc1ccc2c(CSc3nc(-c4c(Cl)cccc4Cl)c(C#N)c(=O)[nH]3)cc(=O)oc2c1	105.1	98.7	95.3	97.4	99.5	106.9	85.5	100.9	103.5

A run of entries of the results above, for reference:
SMILES	SF-539	SNB-19	SF-295	SF-268	CAKI-1	A498	U251	NCI-H23	SNB-75
Cc1cc(-c2ccc(N=Nc3c(N)c(C)cc(S(=O)(=O)O)c3N)c(C)c2)ccc1N=Nc1ccc(O)c(C(=O)O)c1	96.7	106.3	99.8	100.4	.	111.9	106.6	100.3	89.1
CCCCOCCOCCOC(=O)c1ccccc1	99.0	103.8	91.3	99.8	87.5	94.7	85.5	101.2	81.6
COc1cc2c(c(OC)c1OC)C(=O)CC(c1cccc(NC(=O)[C@H](C)NC(=O)OC(C)(C)C)c1)O2 (stereo not given in full)	100.2	100.3	101.5	106.3	90.8	96.8	106.4	100.5	.
CC(=O)OCC1OC(SC(=N)N)C(OC(C)=O)C(OC(C)=O)C1OC(C)=O (stereo not given)	.	105.9	101.9	96.8	96.0	92.9	93.6	99.5	84.6
O=C1OC(=O)c2ccc(-c3ccc4c(c3)ncn4C3CCCCC3)c3cccc1c23	99.7	101.2	108.8	92.1	.	111.4	101.0	94.2	88.9
Cc1cccc(Nc2nc(N)nc(N)c2N=O)c1	87.4	93.3	101.3	85.5	85.6	.	102.0	94.9	76.6
Cc1cccc(C(=O)C(=O)c2cccc(C)c2C)c1C	114.0	96.7	109.5	98.9	112.1	112.5	103.7	97.0	105.0
N#CC1=C(N)Oc2c(sc3c(Br)cccc23)C1c1ccc(Cl)cc1 (stereo not given)	-38.2*	37.0	6.9*	20.2	39.3	16.3	7.3*	17.2	4.3*
NN1c2nc3c(cnn3-c3ccccc3)c(=O)n2NC1c1ccc(Cl)cc1 (stereo not given)	98.9	100.3	105.3	94.9	82.5	124.3	84.0	98.8	105.9
NS(=O)(=O)c1ccc(Nc2ncc3c(n2)CC(c2ccccc2)CC3=O)cc1 (stereo not given)	102.5	98.5	102.5	101.5	86.0	88.3	99.3	103.3	103.2
CCn1c(NNC(=S)Nc2ccc(F)cc2)nc2c1c(=O)n(C)c(=O)n2C	100.6	106.7	102.1	102.6	94.9	103.5	102.3	108.9	86.5

More entries follow.
SMILES	SF-539	SNB-19	SF-295	SF-268	CAKI-1	A498	U251	NCI-H23	SNB-75
NC(=O)c1cnccc1/C=C/c1ccccc1	105.7	102.7	103.0	117.1	96.0	113.1	112.2	103.1	90.5
Cc1cccc(N2CCN(C(C)C(N)=O)CC2)c1 (stereo not given)	104.2	102.2	102.0	103.2	89.9	100.9	106.1	107.6	91.3
COc1ccc(C(=O)COc2ccc(/C=C3/Oc4cc(OC)ccc4C3=O)cc2)cc1	103.8	103.3	64.3	127.9	99.9	125.9	108.5	103.8	101.5
COc1cccc(Cn2c(Oc3ccccc3)nc3c2c(=O)n(C)c(=O)n3C)c1	99.6	96.9	.	106.2	91.3	80.5	97.0	97.7	98.3
CC1=C(C)C(=O)C(N2CCCCCC2)=CC1=O	96.3	97.4	105.0	97.3	104.8	133.7	100.3	63.2	94.6
COc1cc(-c2nn(-c3ccc(NC(=O)c4ccc(Cl)c(C(F)(F)F)c4)cc3)cc2-c2ccncc2)ccc1Cl	13.0	32.9	-33.2*	43.8	-16.7*	31.9	22.2	18.7	-7.6*
CCc1ccc(CCC(=O)Nc2ncc(Cc3ccc(Cl)cc3)s2)o1	2.5*	50.6	17.0	58.4	31.9	1.0*	22.8	54.9	-7.9*
COc1ccc(Cc2nn(CC(=O)N/N=C/c3ccco3)c(=O)c3c(C)noc23)cc1	93.4	91.7	96.6	94.9	85.5	84.9	96.2	.	75.5
Clc1nnc2ccc(Oc3ccccc3-c3ccccc3)nn12	90.6	96.4	90.9	97.8	72.4	123.1	95.5	100.1	78.7
O=C(O)CCNC(=O)c1nc(-c2ccccc2)n(-c2ccc(Cl)cc2)n1	89.5	104.8	95.5	104.0	90.4	106.8	92.4	92.6	104.8
CC(C)OP(=O)(O)c1ncc(-c2ccc(C(F)(F)F)cc2)c(NC2CCCCCC2)n1	92.4	71.3	11.5	75.6	87.0	89.5	30.4	62.6	73.0
CCN(CC)CCS(=O)(=O)CCNc1ccnc2cc(Cl)ccc12	-2.7*	70.0	25.9	4.5*	8.6*	-29.1*	-4.4*	-18.4*	9.5*
COc1nc(Cl)nc2c1ncn2C/C=C/CCl	96.4	90.6	100.4	86.7	87.0	84.0	64.2	99.5	102.4
O=C1CCN2NC(=O)c3ccccc3N=C2N1	103.3	106.0	94.5	103.5	90.5	88.4	98.8	97.5	89.0
Clc1cccc(Cl)c1/C=C/c1cc(/C=C/c2c(Cl)cccc2Cl)[nH]n1	-43.7*	25.9	20.9	53.2	30.1	19.0	20.3	43.6	11.0
CCOC(=O)C/C(C)=N\O	106.8	99.2	91.6	103.4	92.8	110.6	.	100.1	118.1
CCCCSc1nc(NC2CC2)c(C#N)c(-c2ccc(OC)cc2)n1	78.6	61.7	58.9	89.0	86.4	118.8	77.3	89.8	110.0
Cc1ccc2[nH]c(=O)c3c(c2c1)Oc1ncn2nc(C)nc2c1C3c1ccc(Cl)cc1 (stereo not given)	86.6	77.3	97.4	85.0	57.7	87.6	89.8	98.3	.
CCOc1ccc(C(=O)Nc2ncc(Cc3ccc(F)cc3)s2)cc1	2.0*	29.6	4.4*	53.6	38.0	13.9	16.0	28.4	10.2
O=C(O)c1ccc(-n2cc(/C=N/Nc3ccc(Cl)cc3)c(-c3ccc(F)c(F)c3)n2)cc1	88.2	86.6	66.6	71.1	.	49.9	81.1	84.9	89.6
CCNCCNc1cc(-c2ccc(C(=O)OC)cc2)c(C#N)c2nc3ccccc3n12	-80.1*	41.8	-62.1*	30.8	58.2	81.9	-29.0*	66.6	-38.2*
Clc1ccc(CSc2ncnc(SCc3ccc(Cl)cc3Cl)c2Br)c(Cl)c1	.	102.8	106.9	99.2	104.9	93.2	109.8	95.1	92.3

Source: PubChem (NCI)
